ABHD5 PLIN5 PPI – ABHD5-PLIN5 protein interaction inhibition; Q00G26+Q8WTS1; Split G. princeps luciferase complementation, luminescence, 4 h; inhibition, % at 4 µM; actives 0.78% (n = 360,000);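 active = inhibition above the mean inhibition across every tested compound plus 3 SD, cut at about 22% in these data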;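 also: 0% = DMSO only wells and the 100% control is not disclosed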
PDI inh – blocks human protein disulfide isomerase activity; P07237; PDI insulin aggregation turbidity, A650, 90 min; inhibition, % at 10 µM; actives 0.052% (n = 350,000); AID 588391;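 active = mean inhibition across replicates of 30% or more, whatever share of single replicates reach that level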;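 also: absorbance from insulin aggregation driven by PDI reduction with DTT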
MC4R ag barr – human MC4R agonism via beta-arrestin | U2OS MC4R beta-arrestin complementation, luminescence; percent of melanotan II response, DMSO zero | P32245 | actives 0.98% (n = 360,000) | activation, % at 8.9 µM;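 active = activation above a per-plate cutoff, the mean activation of sample wells on that plate plus 3 SD, cut at about 8% in these data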
MC4R antagonist – antagonists of human melanocortin 4 receptor (MC4R). MC4R-expressing cells, MTII-stimulated cAMP, LANCE TR-FRET. inhibition, % at 6.5 µM. AID 540295. P32245. actives 0.48% (n = 360,000);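 active = inhibition above its plate's cutoff, the mean of tested wells on that plate plus 3 SD, cut at about 29% in these data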;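 also: 0% = Melanotan II alone and 100% = Melanotan II plus saturating MCL0020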
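Assay system: U2OS cells stably expressing human melanocortin 4 receptor (MC4R) / Dosing: 6.5 µM / Timing: compound 30 min, challenge 1 h, detection 1 h / Measured by: Eu-cAMP/anti-cAMP TR-FRET, emission 671 nm / Replicates: singlicate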
ABCB6 inh MLPCN – inhibitors of human ABC transporter ABCB6. K562-ABCB6 porphyrin accumulation, flow cytometry, 1 h; hits give low values. actives 0.19% (n = 360,000). fluorescence ratio to DMSO, % at 10 µM. Q9NP58;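 active = fluorescence ratio to DMSO below 75%, the collection mean minus 3 SD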;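 also: signal is porphyrin accumulated inside mitochondria; 100% equals median channel fluorescence of DMSO control wells; lower ratio means ABCB6 inhibition with less porphyrin fluorescence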
Target sequence (Q9NP58 whole entry, looked up): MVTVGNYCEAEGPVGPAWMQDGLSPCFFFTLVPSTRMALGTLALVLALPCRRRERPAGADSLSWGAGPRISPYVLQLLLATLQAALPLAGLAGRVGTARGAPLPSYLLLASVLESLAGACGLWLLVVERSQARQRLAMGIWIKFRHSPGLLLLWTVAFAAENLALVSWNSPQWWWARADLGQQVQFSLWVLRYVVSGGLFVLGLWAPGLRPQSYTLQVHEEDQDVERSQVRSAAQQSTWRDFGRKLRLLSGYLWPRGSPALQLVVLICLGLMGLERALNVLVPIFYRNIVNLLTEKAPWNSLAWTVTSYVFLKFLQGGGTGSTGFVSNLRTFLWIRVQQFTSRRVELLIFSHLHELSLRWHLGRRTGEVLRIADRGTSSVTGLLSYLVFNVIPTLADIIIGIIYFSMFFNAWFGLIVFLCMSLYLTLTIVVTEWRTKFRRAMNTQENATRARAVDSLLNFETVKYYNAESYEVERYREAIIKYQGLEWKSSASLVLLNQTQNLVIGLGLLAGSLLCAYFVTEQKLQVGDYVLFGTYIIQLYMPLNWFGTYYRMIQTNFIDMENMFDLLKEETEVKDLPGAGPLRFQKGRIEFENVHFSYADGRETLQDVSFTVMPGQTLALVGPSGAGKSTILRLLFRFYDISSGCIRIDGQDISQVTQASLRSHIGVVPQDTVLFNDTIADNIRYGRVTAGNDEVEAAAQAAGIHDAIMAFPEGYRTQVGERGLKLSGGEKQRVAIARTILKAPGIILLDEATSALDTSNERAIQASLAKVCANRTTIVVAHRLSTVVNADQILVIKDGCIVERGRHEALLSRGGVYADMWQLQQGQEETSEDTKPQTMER
Glyco luc inh – N-linked glycosylation inhibition | actives 0.23% (n = 360,000) | AID 588692 | D54 ERlucT glycosylation luciferase reporter, 24 h; percent of 100 nM tunicamycin response | reporter increase, % at 12.5 µM;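 active = mean luciferase reporter signal, scaled so untreated is 0 and the glycosylation-blocking control 100, at or above a set limit in every replicate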;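 also: luciferase carries N-glycosylation sites so blocking glycosylation raises the light; 0% = median of neutral control wells and 100% = median of 100 nM tunicamycin wells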
HTR2A ag – mouse HTR2A agonism via beta-arrestin recruitment; P35363; CHO-K1 mHTR2A beta-arrestin complementation, luminescence; percent of 30 µM serotonin response; activation, % at 7.6 µM; actives 0.66% (n = 360,000); AID 624169;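 active = activation above a run cutoff, the mean activation of all tested compounds plus 3 SD, cut at about 14% in these data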;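 also: 0% = plate median of compound wells and 100% = 30 µM serotonin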
Exocytosis inh – blocks lytic granule exocytosis; TALL-104 LAMP-1 surface exposure, flow cytometry; cells stimulated with thapsigargin and PMA; inhibition, % at 10 µM; actives 0.66% (n = 360,000); AID 651702;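 active = inhibition above about 55%, limit read from the data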
CaV13 FRET inh – Primary screen for inhibitors of IQ motif and Ca2+-dependent inactivation inhibitor domain binding in CACNA1D, Förster resonance energy transfer in living cells, …; HEK cells, CFP/YFP FRET ICDI-IQ, plate reader, 10 min; percent FRET-ratio fall versus neutral wells; actives 0.098% (n = 340,000); AID 743397; inhibition, % at 12.3 µM;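 active = mean replicate inhibition of at least 30% and at least 1% of replicates passing that level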;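 also: 0% = median of the neutral control wells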
H9c2 protect – myocardial damage modulation in H9c2 cells | protection from H2O2 cell death, % at 20 µM | H9c2 cardiomyocytes, H2O2 injury protection, ATPLite, 2 h | AID 588492 | actives 0.63% (n = 360,000);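 active = compounds giving at least 50% protection of heart cells from peroxide-induced death in the single-dose screen, raw or plate-pattern-corrected value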;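 also: 0% = DMSO wells with peroxide and 100% = DMSO wells without peroxide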
* = called active by the depositor; / = no result given.

SMILES | ABHD5 PLIN5 PPI | PDI inh | MC4R ag barr | MC4R antagonist | ABCB6 inh MLPCN | Glyco luc inh | HTR2A ag | Exocytosis inh | CaV13 FRET inh | H9c2 protect
Cc1ccc(NC(=O)Nc2cc(C(F)(F)F)c[nH]c2=O)cc1 | -8.2 | -5.6 | 1.1 | -4.2 | 152.0 | -6.4 | 1.7 | 2.5 | -3.0 | -2.4
CCC(c1nnnn1-c1ccc2c(c1)OCCO2)N1CCN(C/C=C/c2ccccc2)CC1 (centres undefined) | 5.0 | / | / | / | 100.0 | 0.2 | 19.8* | 0.1 | -5.3 | -7.4
O=C(COc1ccc2c(-c3ccccc3)cc(=O)oc2c1)Nc1ccc(CN2CCOCC2)cc1 | 3.2 | -4.1 | -2.0 | 3.5 | 99.0 | -1.5 | -8.2 | 7.1 | -2.4 | 2.3
CCOC(=O)NC(N(O)c1cccc(Cl)c1)C(Cl)(Cl)Cl (centres undefined) | -14.8 | -0.1 | 0.1 | 26.4 | 99.0 | -3.1 | 4.1 | -4.2 | -4.3 | -8.2
CCOc1ccccc1C(=O)NCC(=O)OCC(=O)N1C(C)CCCC1C (centres undefined) | -5.9 | -6.2 | 2.3 | 17.1 | 94.0 | 0.9 | 2.0 | 0.3 | -3.9 | -2.8
O=C(N/N=C/c1cccn1-c1ccc([N+](=O)[O-])cc1)c1cccnc1 | 3.2 | -0.8 | -0.5 | 0.5 | 99.0 | -9.6 | -0.7 | 3.9 | -3.9 | -3.6
CCOC(=O)C1=C(C)N=C2SC(C)C(=O)N2C1c1ccc(OCC)c(OCC)c1 (centres undefined) | -8.1 | 24.0 | -0.3 | -3.7 | 97.0 | -2.2 | 0.9 | 1.3 | -7.6 | -2.1
CC1CCC(NS(=O)(=O)c2ccc3c(c2)n(C)c(=O)c(=O)n3C)CC1 (centres undefined) | -2.1 | -0.9 | -1.6 | -3.5 | 101.0 | -1.3 | -1.1 | 3.3 | -5.3 | 1.0
C/C(=C\C(=O)c1ccccc1)Nc1ccc2c(c1)OCO2 | -1.8 | -0.8 | -1.0 | 0.2 | 100.0 | 2.4 | 0.6 | 4.8 | -4.3 | -11.7
O=C(NCc1ccc(F)cc1)Nc1ccc(Cl)cc1 | 0.7 | 1.2 | 0.8 | -5.3 | 98.0 | -0.9 | -3.2 | -6.8 | 1.2 | -11.7
CC(C)c1c(O)nc(SCCC(=O)O)[nH]c1=O | -0.5 | 3.3 | -1.5 | 9.4 | 99.0 | 0.7 | 0.5 | -5.0 | -4.6 | -0.5
O=C(NCCCN1CCOCC1)c1ccc2ccccc2c1 | 1.8 | -3.0 | -2.5 | 1.7 | 100.0 | -0.2 | -1.7 | 0.6 | -4.3 | 2.4
CCC1(C)Cc2ccccc2-c2nc[nH]c(=O)c21 (centres undefined) | 1.3 | 11.8 | 1.0 | 0.5 | 97.0 | 4.4 | -0.6 | -12.8 | -1.7 | 4.7
CC(=O)Nc1ccc(S(=O)(=O)N2CCN(C(=O)C3COc4ccccc4O3)CC2)cc1 (centres undefined) | -3.1 | -3.6 | -2.9 | 23.8 | 102.0 | 1.7 | 3.3 | -16.6 | -10.2 | -4.0
CC(C)(C)N1C(=O)[C@H]2[C@@H](c3ccc(Br)cc3)N3C(=O)N(c4cccc(F)c4)C(=O)[C@@]3(C)[C@H]2C1=O | 3.4 | 0.4 | -0.5 | 9.7 | 97.0 | -0.7 | 1.5 | -3.3 | -5.7 | 0.6
Cc1ccc(NC(=S)NCCCN2CCOCC2)cc1C | -3.3 | 5.4 | -0.1 | -0.9 | 91.0 | 2.8 | -3.7 | 8.2 | -1.3 | -7.6
CCOC(=O)c1ccc(-c2c(-c3ccc(OC)cc3)oc(=O)c3cc(OC)c(OC)cc23)cc1F | -4.8 | 0.5 | 0.8 | 15.2 | 94.0 | -4.9 | -1.1 | -0.1 | -2.7 | 5.6
COC(=O)Cn1c(C(=O)N(C)C)cc2c1C[C@H]1CN(C(=O)c3ccccc3)[C@@](Cc3ccc(F)cc3)(C(=O)OC)[C@@H]21 | 8.8 | / | / | / | 122.0 | / | 5.2 | -3.4 | -6.8 | /
CC1=C(C(=O)OC2CCCC2)C(c2coc3ccccc3c2=O)C2=C(CCCC2=O)N1 (centres undefined) | -6.8 | -2.1 | -3.3 | -3.2 | 96.0 | -0.6 | -1.5 | -0.9 | -11.9 | 11.1
CCN(CC(=O)Nc1cccc(OC)c1)CC(=O)Nc1ccccc1C | -6.3 | -1.0 | -2.1 | 1.4 | 101.0 | -0.8 | -1.9 | 2.1 | -4.6 | 5.4

The closing 2 entries of the part before open the next one:
SMILES | ABHD5 PLIN5 PPI | PDI inh | MC4R ag barr | MC4R antagonist | ABCB6 inh MLPCN | Glyco luc inh | HTR2A ag | Exocytosis inh | CaV13 FRET inh | H9c2 protect
CC1=C(C(=O)OC2CCCC2)C(c2coc3ccccc3c2=O)C2=C(CCCC2=O)N1 (centres undefined) | -6.8 | -2.1 | -3.3 | -3.2 | 96.0 | -0.6 | -1.5 | -0.9 | -11.9 | 11.1
CCN(CC(=O)Nc1cccc(OC)c1)CC(=O)Nc1ccccc1C | -6.3 | -1.0 | -2.1 | 1.4 | 101.0 | -0.8 | -1.9 | 2.1 | -4.6 | 5.4
CC1Oc2ccccc2C=C1/C=N/NC(=O)[C@@H](C)NC(=O)OC(C)(C)C (some centres undefined) | -0.4 | -2.6 | 1.4 | 15.9 | 104.0 | 1.2 | -2.9 | 3.7 | 7.7 | -8.6
Cc1cc(Br)cn2c(Cc3ccccc3)c(-c3ccco3)nc12 | 29.9* | / | / | / | 104.0 | -2.8 | -8.0 | 14.7 | -2.8 | -5.7
C=CCN1C(=O)/C(=C/C=C2/N(CC)c3ccc(S(=O)(=O)N(C)C)cc3N2CC)SC1=S | -10.2 | 4.9 | -0.1 | 10.7 | 148.0 | -3.7 | -0.1 | 0.8 | -16.5 | 23.3
O=C(NCCCn1ccnc1)c1ccc2ccccc2c1 | 3.6 | -0.3 | -2.7 | 3.0 | 93.0 | -1.6 | -8.7 | -3.1 | / | 5.5
CC(=O)Oc1ccc(C2(C)CC(C)(C)Oc3cc(OC(C)=O)ccc32)c(OC(C)=O)c1 (centres undefined) | 4.4 | 15.1 | -0.5 | -1.9 | 100.0 | -2.6 | 2.1 | -9.6 | -17.8 | -2.2
COc1ccc(CCNC(=O)CN2C(=O)NC(CCSC)C2=O)cc1 (centres undefined) | -6.0 | -9.5 | -0.8 | 13.9 | 99.0 | 1.4 | 2.5 | -0.5 | 2.8 | 10.7
COc1cccc(OCC(=O)Nc2ccc(OC)c(OC)c2)c1 | -2.3 | -1.7 | -1.6 | -0.2 | 94.0 | 0.8 | 3.1 | -1.7 | -5.3 | -11.9
Cc1cc2occ(CC(=O)N(C)CC(=O)Nc3ccccc3Cl)c2cc1C | 0.2 | -3.9 | -0.6 | 3.9 | 97.0 | -1.3 | 4.4 | -0.8 | -5.9 | -1.8
CCCCC(=O)NC(=S)Nc1ccccc1N1CCCCC1 | -2.8 | 4.1 | 3.1 | 12.1 | 101.0 | -2.0 | -0.4 | -5.0 | -5.3 | -5.6
COc1cccc(-c2nnc(SCC(=O)NCc3ccc4c(c3)OCO4)n2Cc2ccco2)c1 | 28.3* | -0.7 | 1.3 | 14.6 | 97.0 | 0.0 | 1.6 | 5.3 | -0.1 | 9.3
CN(C)CCNC(=O)c1cc2cc(Br)ccc2oc1=O | -6.1 | -6.5 | -3.6 | -0.9 | 95.0 | -1.1 | 4.1 | -7.4 | -8.8 | -1.6
Cc1ccc(-n2nnnc2SCC(=O)NNC(=O)c2ccc([N+](=O)[O-])cc2)cc1 | -1.1 | -2.5 | -2.9 | 18.2 | 99.0 | 1.6 | -5.1 | -0.5 | 3.5 | -8.4
Fc1cc(NCc2ccccc2)nc(NCc2ccccc2)n1 | -2.7 | 3.9 | 3.1 | 14.2 | 103.0 | 1.7 | -6.0 | -1.1 | -2.2 | -8.0
CCOC(=O)C1CCN(C(=O)Cn2cc3c(n2)CCC(C)C3)CC1 (centres undefined) | -8.8 | / | -1.6 | 1.2 | 101.0 | 0.6 | -5.4 | 1.9 | -1.5 | -1.6
CSc1ccc(CN2CCC2(C)C(=O)NC2CCc3ccccc32)cc1 (centres undefined) | 4.2 | -4.2 | 0.1 | -0.6 | 101.0 | -2.1 | -5.9 | -2.7 | -6.2 | -7.5
O=C(COC(=O)c1ccc2ncsc2c1)Nc1cccc(Cl)c1 | 3.3 | -4.7 | 1.3 | -2.3 | 99.0 | 1.7 | -1.1 | 5.3 | -5.7 | -8.2
O=[N+]([O-])c1ccccc1C(=Nc1ccccc1)c1c(O)cc(O)cc1O | 17.6 | -10.5 | 0.4 | 10.8 | 102.0 | -0.7 | 4.3 | 5.1 | -5.9 | -1.8
COc1ccc(CNC(=O)CCc2cc(OC)c(OC)c(OC)c2)cc1 | -3.3 | -15.1 | 0.9 | -3.0 | 94.0 | -1.4 | 10.0 | -7.0 | -19.4 | -2.6
COc1ccc(CCNC(N)=S)cc1OC | -9.0 | -5.5 | -1.9 | -0.7 | 99.0 | -1.0 | -4.1 | 8.3 | -4.3 | 2.8
COc1ccc(NC2CC(=O)N(c3cccc([N+](=O)[O-])c3)C2=O)cc1 (centres undefined) | -7.1 | 2.2 | 7.6 | 10.1 | 90.0 | 0.3 | 2.4 | -3.1 | -6.8 | 5.4

Individual results from the results shown.
Value for O=C(COC(=O)c1ccc2ncsc2c1)Nc1cccc(Cl)c1 in HTR2A ag: -1.1
Value for O=[N+]([O-])c1ccccc1C(=Nc1ccccc1)c1c(O)cc(O)cc1O in ABHD5 PLIN5 PPI: 17.6
Value for COc1ccc(CCNC(N)=S)cc1OC in H9c2 protect: 2.8
Value for Fc1cc(NCc2ccccc2)nc(NCc2ccccc2)n1 in CaV13 FRET inh: -2.2

Next part.
SMILES | ABHD5 PLIN5 PPI | PDI inh | MC4R ag barr | MC4R antagonist | ABCB6 inh MLPCN | Glyco luc inh | HTR2A ag | Exocytosis inh | CaV13 FRET inh | H9c2 protect
O=C(c1cccc([N+](=O)[O-])c1)N1CCN(S(=O)(=O)/C=C/c2ccccc2)CC1 | 2.5 | 5.7 | -1.2 | 7.8 | 100.0 | -0.2 | -3.0 | 10.3 | -2.1 | -6.0
O=C(Cc1ccccc1)NCCS(=O)c1ccc(Cl)cc1 (centres undefined) | -1.2 | 4.7 | -0.2 | 20.1 | 103.0 | -6.1 | 0.0 | 2.8 | / | 2.0
Cc1nc2c(OCCOc3ccccc3)cccn2c1N(C)C(=O)CCC1CCCC1 | 11.7 | -6.2 | 0.8 | 8.1 | 99.0 | 0.5 | 7.3 | 4.5 | -9.4 | -15.9
Cc1cc(NS(C)(=O)=O)c(=O)n(Cc2cccc(F)c2)c1 | -1.3 | 10.5 | -0.9 | -4.3 | 101.0 | 1.8 | 3.4 | 20.1 | -17.3 | -0.1
C/C(=N\NC(=O)c1ccc(Br)cc1)c1cccc(NC(=O)c2cccnc2)c1 | -3.7 | -26.8 | 1.7 | -1.5 | 103.0 | 3.3 | -4.3 | 18.8 | -4.0 | 3.8

Compound activity: PubChem BioAssay, several laboratories

Not a hit list. Share with any hit: about 4.2%.
